Compound activity (PubChem BioAssay)
tim23-1 inh: tim23-1 yeast growth inhibition; S. cerevisiae tim23-1 growth, BacTiter-Glo luminescence, 24 h; inhibition, % at 20 µM; 330,000 tested, 1.3% active; AID 463212;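 active = growth inhibition of the mutant yeast at or above 50%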;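 also: temperature-sensitive mutant grown at 25 °C; plate controls were DMSO-treated mutant yeast for no effect and medium wells lacking yeast for full effect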
UPR XBP1 act: activators of adaptive arm of unfolded protein response (XBP1); AID 463104; activation, % at 20 µM; 330,000 tested, 0.33% active; CHO-XBP1 luciferase reporter, IRE1-XBP1 UPR activation, luminescence; percent of tunicamycin response, DMSO as zero;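 active = versus positive control, 20 µM dose yields 30% or more activation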;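 also: 100% = tunicamycin at 10 µg/mL and 0% = DMSO only wells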
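Material: CHO-XBP1 cells stably carrying IRE1-XBP1-driven luciferase reporter | Medium: F12 with 10% serum | Compound dosing: 20 µM single concentration, DMSO 1% | Incubation: Overnight seeding at 37 °C, 6 h compound treatment at 37 °C | Detection: Steady-Glo luminescence read | Read-out basis: % activation of reporter signal versus tunicamycin and DMSO controls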
Mdm2-MdmX inh: inhibitors of human Mdm2/MdmX interaction. SaOS-2 split-luciferase Mdm2/MdmX complementation, luminescence. O15151+Q00987. 330,000 tested, 3% active. inhibition, % at 8 µM;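 active = inhibition of at least 50% at 8 µM in the primary screen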
CHOP UPR activ: activators of apoptotic arm of unfolded protein response (CHOP). CHO-CHOP luciferase reporter, UPR activation, luminescence; percent of tunicamycin response over DMSO baseline. activation, % at 10 µM. 330,000 tested, 0.34% active;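 active = at 10 µM dose, activation of 40% or more, normalized to positive control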;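 also: 100% = tunicamycin at 10 µg/mL and 0% = DMSO alone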
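Dosing – one dose, 10 µM in 0.5% DMSO · System – CHO-CHOP cells, stable luciferase reporter of PERK-eIF2a-CHOP signalling · Input – 500 cells/well · Control set – tunicamycin 10 µg/mL final as positive, DMSO-only wells as negative · Timing – 6 h compound treatment, 37 °C · Measure – % activation vs tunicamycin · Technique – luminescence read with Steady-Glo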
GRIN3A LBD mod: NR3A (human) ligand-binding domain modulation. 340,000 tested, 2.5% active. NR3A LBD differential scanning fluorimetry, Tm shift; 0% = protein alone, 100% = glycine-bound protein. Tm shift relative to glycine control, % at 25 µM;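 active = melting temperature shift of at least 10% of the positive control shift, at one fixed dose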
tim10-1 inh: inhibits growth of tim10-1 mutant yeast; S. cerevisiae tim10-1 ts strain growth, BacTiter-Glo, 24 h; inhibition, % at 20 µM; 330,000 tested, 2.2% active; AID 463190;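 active = inhibition of at least 40%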;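 also: mutant grown at 25 °C; 0% = DMSO wells with yeast and 100% = wells holding no yeast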
APJ ag: APJ receptor agonism. CHO-K1 APJ PathHunter beta-arrestin, luminescence; 0% DMSO wells, 100% apelin. P35414. 330,000 tested, 0.11% active. activation, % at 20 µM;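 active = activation more than six SD over the plate average, tested at 20 µM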;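 also: 0% = DMSO alone and 100% = apelin-13 at 10 nM; some results filed as inactive read as strong as hits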
Target sequence (P35414 whole entry, looked up): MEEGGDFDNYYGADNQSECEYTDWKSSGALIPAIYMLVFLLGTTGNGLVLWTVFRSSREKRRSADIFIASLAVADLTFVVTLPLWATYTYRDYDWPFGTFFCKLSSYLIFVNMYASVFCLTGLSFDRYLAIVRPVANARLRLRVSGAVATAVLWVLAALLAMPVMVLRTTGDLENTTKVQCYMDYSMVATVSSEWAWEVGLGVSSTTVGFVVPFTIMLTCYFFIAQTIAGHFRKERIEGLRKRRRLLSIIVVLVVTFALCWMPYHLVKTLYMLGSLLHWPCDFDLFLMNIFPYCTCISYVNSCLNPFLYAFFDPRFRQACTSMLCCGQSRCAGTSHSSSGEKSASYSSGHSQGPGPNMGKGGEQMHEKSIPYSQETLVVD
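Assay system – PathHunter CHO-K1 APJ (AGTRL-1) beta-arrestin reporter cells · Compound – one dose, 20 µM compound, 1% DMSO · Timing – compound 90 min 25 °C, reagent 1 h · Measured by – luminescence from split beta-galactosidase complementation, Galacton Star/Emerald II substrate · Measure – beta-arrestin recruitment to APJ as agonist activity, luminescent signal · Benchmarks – DMSO vs Apelin-13 10 nM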
TIM10 inh: growth inhibitors of TIM10 yeast strain; S. cerevisiae TIM10 strain growth, BacTiter-Glo luminescence, 24 h; inhibition, % at 10 µM; 330,000 tested, 1.4% active; AID 463195;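 active = inhibition of 40% or more at the single tested concentration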;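 also: wild-type TIM10 isogenic control strain grown at permissive 25 °C; 0% = DMSO yeast wells and 100% = minimal medium wells without yeast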
NLRP3 yeast inh: blocks the NALP3 inflammasome reconstituted in yeast | Yeast reconstituted NLRP3/ASC/caspase-1, beta-gal luminescence, 24 h | inhibition, % at 10 µM | 330,000 tested, 0.39% active | AID 2825;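 active = inhibition of 50% or more; inactive = inhibition below 50%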;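 also: plate controls were induced DMSO wells for no effect and uninduced yeast grown without galactose for full effect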
Active calls of the source: *.

Every second line gives: UPR XBP1 act | TIM10 inh | tim23-1 inh | CHOP UPR activ | NLRP3 yeast inh | APJ ag | Mdm2-MdmX inh | tim10-1 inh | GRIN3A LBD mod
> C[C@@H]1CN([C@@H](C)CO)C(=O)c2cccc(NC(=O)Nc3ccc(F)cc3)c2O[C@@H]1CN(C)Cc1ccc(Oc2ccccc2)cc1
    16.1 | 4.1 | 6.4 | 15.2 | 6.5 | -1.2 | 76.3* | -1.4 | 2.3
> O=C(O)CCC(=O)N1CCN(S(=O)(=O)c2ccc3ccccc3c2)CC1
    4.1 | 5.1 | 1.4 | 1.3 | -2.1 | -0.4 | 11.4 | 1.1 | -1.3
> Cn1cccc1/C=N/NC(=O)c1ccn[nH]1
    -3.4 | -1.3 | 9.7 | 1.5 | 22.8 | 1.0 | -32.2 | -3.4 | 1.9
> Cc1cc(C(=O)COC(=O)c2nc3nccc(C)n3n2)c(C)n1CC1CCCO1 (stereo not drawn)
    -0.3 | 14.3 | -8.0 | 1.4 | 9.8 | 1.1 | 0.8 | 3.6 | -2.1
> O=C(CSc1nnc(-c2ccccc2O)n1-c1ccccc1)Nc1cccc(C(=O)O)c1
    -1.7 | 3.1 | 19.8 | -0.4 | 15.0 | 2.2 | 2.1 | 5.1 | -1.5
> Cc1ccc(NC(=O)c2cnccn2)cc1S(=O)(=O)N(C)C
    -1.9 | 1.0 | 6.6 | -0.4 | 4.8 | -2.9 | -16.5 | 8.0 | -0.4
> O=C(CC1C(=O)NCCN1Cc1ccc(Cl)c(F)c1)NCCc1cccnc1 (stereo not drawn)
    -4.3 | 5.4 | 17.4 | -1.4 | 13.4 | -3.3 | 15.6 | -6.4 | -0.2
> CCC(=O)Nc1ccc(C(=O)Nc2ccc3c(c2)OCO3)cc1
    -3.3 | 1.0 | -11.7 | 0.7 | 8.5 | -4.3 | 6.6 | -10.1 | 2.2
> COc1ccccc1NC(=O)CCn1cccc1
    -1.1 | -4.4 | 5.3 | 0.1 | -3.5 | 4.2 | -19.3 | 4.3 | -0.2
> CCOc1ccc(OCc2ccc(C(=O)Nc3ccc(Cl)cn3)o2)cc1
    -0.8 | -7.8 | 3.6 | 1.3 | 41.8 | -1.2 | -8.5 | 25.5 | -19.9
> COc1ccc(C(=O)Nc2nc3ccccc3[nH]2)cc1S(=O)(=O)N1CCCC1
    2.3 | 11.4 | 24.8 | -4.7 | 14.8 | -4.2 | 15.7 | 26.3 | 0.1
> Cc1c(Cl)ccc2c(C(=O)NCCN3CCCCC3)cc(-c3ccccn3)nc12
    4.4 | 11.0 | 18.6 | -0.4 | 2.8 | 1.0 | 50.0 | 27.1 | -1.8
> Cc1onc(-c2ccccc2Cl)c1C(=O)OCc1nnc(-c2ccccc2)o1
    3.1 | -27.7 | 17.5 | 0.6 | 27.8 | -3.3 | 15.5 | 1.2 | -0.5
> O=C(O)c1cccc(NS(=O)(=O)c2cccc3nsnc23)c1
    -0.6 | -3.3 | 1.7 | -0.3 | -1.8 | -3.8 | -2.3 | 4.1 | -11.1
> O=C(COc1ccc(/C=N/NC(=O)c2ccccc2O)cc1)Nc1ccc([N+](=O)[O-])cc1
    6.1 | 3.2 | -7.3 | 2.9 | -33.2 | -0.6 | -2.5 | 4.7 | 37.4*
> O=C(COc1ccccc1Cl)N1CCN(c2ccc(F)cc2)CC1
    -2.1 | 5.9 | 24.3 | 0.3 | 14.2 | 6.0 | 0.5 | 34.4 | -0.3
> COc1ccc(OC)c(-c2cc(C(F)(F)F)c3c(n2)sc2c(O)cc(=O)[nH]c23)c1
    -0.9 | 0.3 | 17.0 | 0.9 | 18.9 | 0.4 | 21.6 | 16.5 | 1.5
> Cc1ccc(C)c(NC(=S)NCc2ccc3c(c2)OCO3)c1
    -3.2 | 40.8* | 3.0 | 1.5 | 9.1 | -1.7 | 21.8 | 25.2 | 2.1
> CC(C)CCNC(=O)c1ccc2c(c1)ncn2C1CCCC1
    5.5 | -0.4 | 4.5 | 5.8 | 6.5 | 0.1 | -1.7 | 8.0 | 0.9
> NNC(=O)c1ccc(Cn2cc(Cl)cn2)o1
    -1.8 | 2.8 | 3.2 | -1.2 | 9.6 | -0.3 | 11.9 | 14.2 | -0.6
> NC(=O)c1noc(C(=O)N(CC(=O)NC2CCCC2)Cc2ccc3c(c2)OCO3)c1N
    -2.0 | -4.1 | -8.5 | -3.1 | 11.4 | 1.2 | 20.1 | -22.8 | 3.5
> C/C(=N\NC(N)=O)c1cccc(Cl)c1
    -1.1 | 1.3 | -5.1 | 1.6 | -4.6 | -4.5 | 21.4 | -1.4 | -6.0
> CCCC1C2C(=O)N(c3ccccc3OCC)C(=O)C2ON1c1ccccc1 (stereo not drawn)
    -2.1 | 16.5 | 15.4 | 2.6 | -7.6 | -2.8 | -1.1 | 24.0 | -0.3
> O=C(c1ccccc1)[C@H]1CC=CC[C@H]1C(=O)O
    0.1 | 8.0 | -1.0 | -1.0 | -6.1 | -0.5 | 9.8 | -1.3 | 0.1
> C/C(=N\Nc1cccc(Cl)c1)c1ccncc1
    -0.4 | -21.2 | 18.4 | 2.1 | 0.1 | -1.1 | 2.1 | -42.5 | -14.5
> CCN(CC)CC(=O)NCC1(c2ccccc2)CCOCC1
    -3.3 | -2.6 | 4.5 | -1.8 | 10.7 | -1.8 | 5.2 | 8.0 | -0.2
> COC(C(=O)Nc1cc([N+](=O)[O-])ccc1C)c1ccccc1 (stereo not drawn)
    -0.4 | 1.5 | 12.2 | 1.5 | -2.1 | -3.2 | 8.9 | -1.2 | -5.5
> CCOC(=O)c1cnc2ccc(OC)cc2c1NCCc1ccc(OC)c(OC)c1
    0.7 | 24.8 | 30.4 | 0.2 | -2.6 | -1.7 | -3.2 | 20.6 | -4.2

A run of entries of the results above, as a working copy:
Every second line gives: UPR XBP1 act | TIM10 inh | tim23-1 inh | CHOP UPR activ | NLRP3 yeast inh | APJ ag | Mdm2-MdmX inh | tim10-1 inh | GRIN3A LBD mod
> CCOc1ccc(OCc2ccc(C(=O)Nc3ccc(Cl)cn3)o2)cc1
    -0.8 | -7.8 | 3.6 | 1.3 | 41.8 | -1.2 | -8.5 | 25.5 | -19.9
> COc1ccc(C(=O)Nc2nc3ccccc3[nH]2)cc1S(=O)(=O)N1CCCC1
    2.3 | 11.4 | 24.8 | -4.7 | 14.8 | -4.2 | 15.7 | 26.3 | 0.1

A portion from further up, as a working copy:
Every second line gives: UPR XBP1 act | TIM10 inh | tim23-1 inh | CHOP UPR activ | NLRP3 yeast inh | APJ ag | Mdm2-MdmX inh | tim10-1 inh | GRIN3A LBD mod
> Cc1ccc(C)c(NC(=S)NCc2ccc3c(c2)OCO3)c1
    -3.2 | 40.8* | 3.0 | 1.5 | 9.1 | -1.7 | 21.8 | 25.2 | 2.1
> CC(C)CCNC(=O)c1ccc2c(c1)ncn2C1CCCC1
    5.5 | -0.4 | 4.5 | 5.8 | 6.5 | 0.1 | -1.7 | 8.0 | 0.9
> NNC(=O)c1ccc(Cn2cc(Cl)cn2)o1
    -1.8 | 2.8 | 3.2 | -1.2 | 9.6 | -0.3 | 11.9 | 14.2 | -0.6
> NC(=O)c1noc(C(=O)N(CC(=O)NC2CCCC2)Cc2ccc3c(c2)OCO3)c1N
    -2.0 | -4.1 | -8.5 | -3.1 | 11.4 | 1.2 | 20.1 | -22.8 | 3.5
> C/C(=N\NC(N)=O)c1cccc(Cl)c1
    -1.1 | 1.3 | -5.1 | 1.6 | -4.6 | -4.5 | 21.4 | -1.4 | -6.0
> CCCC1C2C(=O)N(c3ccccc3OCC)C(=O)C2ON1c1ccccc1 (stereo not drawn)
    -2.1 | 16.5 | 15.4 | 2.6 | -7.6 | -2.8 | -1.1 | 24.0 | -0.3
> O=C(c1ccccc1)[C@H]1CC=CC[C@H]1C(=O)O
    0.1 | 8.0 | -1.0 | -1.0 | -6.1 | -0.5 | 9.8 | -1.3 | 0.1
> C/C(=N\Nc1cccc(Cl)c1)c1ccncc1
    -0.4 | -21.2 | 18.4 | 2.1 | 0.1 | -1.1 | 2.1 | -42.5 | -14.5
> CCN(CC)CC(=O)NCC1(c2ccccc2)CCOCC1
    -3.3 | -2.6 | 4.5 | -1.8 | 10.7 | -1.8 | 5.2 | 8.0 | -0.2
> COC(C(=O)Nc1cc([N+](=O)[O-])ccc1C)c1ccccc1 (stereo not drawn)
    -0.4 | 1.5 | 12.2 | 1.5 | -2.1 | -3.2 | 8.9 | -1.2 | -5.5
> CCOC(=O)c1cnc2ccc(OC)cc2c1NCCc1ccc(OC)c(OC)c1
    0.7 | 24.8 | 30.4 | 0.2 | -2.6 | -1.7 | -3.2 | 20.6 | -4.2

Rows are unselected; 8.2% or so of the library scored in one or more.
